# Pol iota inh: DNA polymerase iota (human) inhibition | 390,000 compounds, 1% hits | Pol iota fluorescent replication assay, 10 min | Potency, µM (series often up to 115 µM), for inactives: top-dose activity, negative = inhibition, most hits filed as inhibitors; further: potency means the concentration at half of the fitted maximal effect
#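 Fluorescent replication assay read twice, at 0 min and 10 min after adding 50 nM (final) substrate. Enzyme (10 nM) and compounds were first incubated 15 min at room temperature; enzyme-free buffer wells were negative controls.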
# BLM helicase inh: Bloom syndrome helicase (human) inhibition. P54132. recombinant BLM DNA unwinding, fluorescence dequenching. Potency, µM (highest dose often 56.1 µM), for the others: at the highest dose activity change, negative = inhibition, hits mostly inhibitors. 350,000 compounds, 0.2% hits. AID 2528;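 further: potency means the concentration at half of the fitted maximal effect; plate controls were vehicle for no effect and no enzyme for full effect; nearly all actives have a fitted effect of over 35% in size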
# ERG Ets-DNA blk: blocks human ERG Ets domain binding to DNA; fluorescence polarization, His-ERG Ets domain / labelled DNA; P11308; AID 624246; 370,000 compounds, 0.028% hits; Potency, µM (series often up to 76.9 µM), inactives show top-dose FP activity, negative = inhibition, most hits filed as inhibitors; active means well fitted inhibition curve with a large enough effect in the polarisation, with a control signal flat; inconclusive means small, poorly fitted or top-dose-only effect, or effect the other way, or a change in a side signal; inactive means no such curve, though single readings can be large or run the other way; the % refers to the polarisation;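 further: polarization taken with two DNA probes labelled with fluorescein and Texas red; potency means the concentration at half of the fitted maximal effect; % of control where 0% means no effect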
#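 His-tagged ERG Ets domain (1 uM in the protein solution; 300mM KCl, 50mM Tris-HCl, 1mM EDTA, 1mM DTT, pH 7.5) received compound, then a probe mix of 5 nM fluorescein-DNA and 100nM Texas-615-DNA. Fluorescence polarization was read for both dyes.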
# Pol beta inh: inhibitors of human DNA polymerase beta | Potency, µM (doses to about 114 µM), without a hit: at the highest dose activity change, negative = inhibition, actives largely listed as inhibitors | P06746 | Pol beta primer extension/strand displacement, fluorescence kinetic | 340,000 compounds, 1.3% hits; further: potency means the concentration at half of the fitted maximal effect; on the % scale 0 is the no-effect control and ±100 the full control effect
#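 Kinetic readout of DNA synthesis with strand displacement by Pol beta. Compound and 10 nM enzyme sit 15 min at room temperature; 50 nM substrate starts the reaction, read immediately and at 10 min.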
# Pol kappa inh: inhibitors of human DNA polymerase kappa; Q9UBT6; purified Pol kappa, fluorescent DNA synthesis assay, 10 min; Potency, µM (highest dose often 107 µM), for inactives: at the highest dose activity, negative = inhibition, most hits filed as inhibitors; 400,000 compounds, 0.53% hits; AID 588579; further: potency means the concentration at half of the fitted maximal effect; on the % scale 0 is the no-effect control and ±100 the full control effect
# Target sequence (Q9UBT6 whole entry, looked up): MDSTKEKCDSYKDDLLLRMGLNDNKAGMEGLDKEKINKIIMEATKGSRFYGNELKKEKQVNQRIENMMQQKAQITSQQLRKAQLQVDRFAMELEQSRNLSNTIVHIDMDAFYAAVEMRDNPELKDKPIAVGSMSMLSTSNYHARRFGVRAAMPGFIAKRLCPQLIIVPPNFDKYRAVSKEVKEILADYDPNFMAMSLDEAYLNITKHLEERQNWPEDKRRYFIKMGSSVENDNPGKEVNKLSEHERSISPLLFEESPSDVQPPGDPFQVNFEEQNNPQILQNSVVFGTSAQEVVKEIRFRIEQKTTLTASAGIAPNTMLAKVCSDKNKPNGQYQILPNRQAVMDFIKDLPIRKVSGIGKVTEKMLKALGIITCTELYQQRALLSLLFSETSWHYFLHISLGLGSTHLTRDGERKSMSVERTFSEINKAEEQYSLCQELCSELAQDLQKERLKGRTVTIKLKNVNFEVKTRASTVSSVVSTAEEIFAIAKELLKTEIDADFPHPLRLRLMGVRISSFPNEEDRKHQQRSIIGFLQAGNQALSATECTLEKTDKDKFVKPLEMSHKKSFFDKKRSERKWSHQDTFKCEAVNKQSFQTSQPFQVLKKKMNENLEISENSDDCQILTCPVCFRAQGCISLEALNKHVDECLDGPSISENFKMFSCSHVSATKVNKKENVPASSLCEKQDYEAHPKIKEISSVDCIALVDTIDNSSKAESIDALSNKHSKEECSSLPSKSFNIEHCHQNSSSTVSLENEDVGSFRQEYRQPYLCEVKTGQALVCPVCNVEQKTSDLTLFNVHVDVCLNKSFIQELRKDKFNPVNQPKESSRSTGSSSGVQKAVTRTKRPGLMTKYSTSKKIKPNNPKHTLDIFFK
#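 First, compounds were pin-transferred onto 10 nM Pol kappa. After 15 min at room temperature, substrate was added to 50 nM final. Fluorescence was then measured kinetically at 0 and 10 min.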
# 12-LOX inh: blocks human arachidonate 12S-lipoxygenase | purified 12hLO, xylenol orange hydroperoxide absorbance | Potency, µM (top dose mostly 108 µM), for the others: top-dose activity change, negative = inhibition, usual class: inhibitors | 580,000 compounds, 1.1% hits | P18054; further: potency means the concentration at half of the fitted maximal effect; on the % scale 0 is the no-effect control and ±100 the full control effect
#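 Purified human 12hLO (150 nM final) in 25 mM Hepes, 0.01% Triton X-100, pH 7.0 was preincubated 15 min at room temperature with compound. Then 40 uM arachidonic acid was added, 30 min. Hydroperoxide was read by Fe-XO absorbance ratio 573/405 nm.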
# TRHR agonist: TRH receptor (human) agonism; activation, % at 2 µM; AID 493084; P34981; 360,000 compounds, 0.18% hits; TRHR cells, calcium flux fluo-8, FDSS agonist mode; in the data active means activation above about 30%; further: 0% is about no effect
#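 In this calcium-flux screen, cells bearing human TRHR are dye-loaded with fluo-8, baselined for 10 cycles, then exposed to library compounds; positive kinetic calcium responses during the agonist phase mark hits, with TRH as control.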
# APEX1 inh: APE1 (human) endonuclease inhibition. P27695. recombinant APE1, TAMRA/BHQ-2 abasic DNA cleavage fluorescence. Potency, µM (highest dose often 65.8 µM), without a hit: top-dose activity change, negative = inhibition, most hits filed as inhibitors. 350,000 compounds, 0.35% hits;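 further: potency means the concentration at half of the fitted maximal effect; plate controls were vehicle for no effect and reference inhibitor for full effect; nearly all actives have a fitted effect of over 55% in size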
#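 Measures dequenching upon AP-site incision of a 5'-TAMRA/3'-BHQ-2 THF-containing duplex, 50 nM; human APE1 0.75 nM after 15 min room-temperature exposure to compound; kinetic three-point read at one-minute spacing.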
# Apoferritin bind: binds horse apoferritin like a general anesthetic | apoferritin/1-aminoanthracene competitive binding, fluorescence | 350,000 compounds, 0.074% hits | AID 485281 | Potency, µM (titrated, usually from 77.5 µM), without a hit: top-dose activity change, negative = displacement, hits mostly inhibitors | P02791; further: potency means the concentration at half of the fitted maximal effect; on the % scale 0 is the no-effect control and ±100 the full control effect; nearly all actives have a fitted effect of over 20% in size
# Target sequence (P02791 2-175 limits assumed): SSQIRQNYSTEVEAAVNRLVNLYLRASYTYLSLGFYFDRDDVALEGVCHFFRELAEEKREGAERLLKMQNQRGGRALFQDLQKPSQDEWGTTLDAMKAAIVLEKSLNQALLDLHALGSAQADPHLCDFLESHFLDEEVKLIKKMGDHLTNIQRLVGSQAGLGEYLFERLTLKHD
#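 Read-out: endpoint 1-AMA fluorescence, excitation 380 nm and emission 535 nm, after compounds sit 10 min at room temperature with 10 uM horse-spleen apoferritin in 50% saturated 1-AMA/PBS. Values come from four-parameter Hill fits.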
# * hit, by the source's call; ? = inconclusive; nt = no result given; & = joins results of further samples; [ ] = dose if it differs, or a comment. Unless noted, the call rests on the fitted dose curve; in most records, active means well fitted curve in the direction sought with a large enough effect; inconclusive means small, poorly fitted or top-dose-only effect, or another doubt; inactive means no such curve, though single readings can be large; an effect the other way counts as inactive or inconclusive. This is a subset. The share of hits here may be higher or lower than overall.
no.	Structure	TRHR agonist	ERG Ets-DNA blk	12-LOX inh	APEX1 inh	Pol kappa inh	Pol beta inh	Pol iota inh	BLM helicase inh	Apoferritin bind
1	CNC(=O)CN(c1cccc2ccccc12)S(C)(=O)=O	0.7	9%	0%	10%	-1%	3%	-2%	1%	6%
2	CCOC(=O)c1cocc1C(=O)O	nt	-5%	?	nt	-10%	nt	-16%	nt	nt
3	CCCCc1cc(=O)oc2cc(OC(C)C(=O)NCc3ccccn3)c(Cl)cc12 (stereo not drawn)	-2.2	-2%	0%	37%	6%	30%	1%	-3%	-11%
4	COc1cc([C@@H]2[C@H]3CNCC=C3C(C#N)=C(N)C2(C#N)C#N)ccc1OC(C)C	4.3	3%	43%[activator]	-11%	-8%	18%	33%[activator]	-11%	10%
5	Oc1cc(CNCc2ccccc2)c(O)cc1CNCc1ccccc1	nt	-4%	103%[activator]	nt	79µM*	nt	?	nt	nt
6	S=c1ccss1	nt	nt	nt	-3%	?	nt	nt	1%	?
7	CCN(CC)S(=O)(=O)c1ccc(N2CCCC2)c(NS(=O)(=O)c2ccc([N+](=O)[O-])cc2)c1	-1.0	-7%	-15%	-1%	5%	13%[57.1 µM]	-12%	-3%	-15%
8	CC(C)N1CCN(C2CSCCSC2)CC1CCO (stereo not drawn)	0.2	12%	1%	-1%	11%	-1%	14%	-1%	-13%
9	Cc1cccn2c(=O)nc(SCC(=O)N3CCN(c4ccccc4)CC3)nc12	0.9	4%	?	6%	-2%	nt	12%	nt	nt
10	COc1cccc(NC(=O)Cc2csc(NC(=O)Nc3ccccc3OC)n2)c1	-0.9	0%	14%	-10%	-21%	nt	6%	nt	nt
11	CCCN1C(=O)C2(C(C(=O)c3ccc(C)o3)=C(O)C(=O)N2CCCOC)c2ccccc21 (stereo not drawn)	0.3	4%	?	-3%	-1%	0%	-18%[58.9 µM]	-1%	-1%
12	FC(F)(F)c1ccccc1CN1CCCC(N2CCN(c3ccccc3)CC2)C1 (stereo not drawn)	-0.2	-1%	-11%	-1%	4%	3%	89%[activator]	-11%	-12%
13	COCC(=O)Nc1ccc(C(=O)Nc2ccccc2Cl)cc1	4.3	nt	nt	?	nt	72%	nt	-1%	-4%
14	Cc1ccc(/C=N/NC(=O)c2nnn(-c3nonc3N)c2CSc2ccccc2)cc1	0.5	-1%	463%[activator]	6%	-12%	3%	-2%	0%	-2%
15	Cc1ccc(C2=NN(C(=O)c3cccs3)C(c3ccccc3O)C2)cc1 (stereo not drawn)	-0.5	8%	6%	-1%	3%	2%	16%	1%	-6%
16	CN(C)CCCN1CC(C(=O)O)CC1=O (stereo not drawn)	0.5	nt	-4%	17%	-3%	30%	-19%	-1%	-6%
17	O=C(Cn1ccc(C(F)(F)F)n1)Nc1cccc(S(=O)(=O)N2CCCCC2)c1	0.7	-7%	0%	-6%	-11%	-2%	98%[activator]	-5%	?
18	CCc1ccccc1-n1c(SCC(=O)c2c(N)n(C3CC3)c(=O)[nH]c2=O)nnc1N1CCOCC1	-0.4	nt	-8%	49%[activator]	-11%	nt	9%	nt	nt
19	COc1cccc(COC(=O)c2ccc(-c3nnn(Cc4cccc(OC)c4)n3)cc2)c1	2.7	-2%	-2%	nt	2%	13%	33%[activator]	-9%	-4%
20	CCOc1ccc2nnc(-c3ccc(Br)cc3)n2n1	0.0	12%	47%[activator]	-7%	2%	2%	-10%	3%	-7%
21	O=C(NCc1ccccc1Cl)c1ccc(Cn2c(=O)c3cccn3c3cccnc32)cc1	-0.1	2%	-9%	nt	-18%	7%	-13%	3%	43%[activator]
22	COc1ccc(-n2nc(C(=O)NCC(=O)NC3CCCCC3)c3ccccc3c2=O)cc1	0.9	4%	-20%	1%	4%	85%	50%[activator]	-4%	-17%
23	CC1=CS(=O)(=O)CC1Sc1nc(C)n[nH]1 (stereo not drawn)	0.4	3%	-13%	1%	-5%	-4%	?	1%	1%
24	COCCCNc1ncnc2c1nnn2C	-0.5	8%	-23%	nt	-8%[60.1 µM]	-6%	20%	1%	-15%
25	CCOC(=O)N1CCN(c2nc(C(F)(F)F)nc3c(C)cc(C)cc23)CC1	0.7	-7%	-12%	17%	-10%	43%	19%	-7%	-5%
26	O=C(NNC(=O)C1CC1c1ccccc1)c1ccccc1F (stereo not drawn)	-0.3	-6%	-3%	3%	-3%	0%	-9%	-1%	-22%
27	O=C(N/N=C/c1ccccc1F)c1ccccc1OCc1ccccc1	-0.3	-5%	-18%	2%	-6%	-3%	-15%	-1%	?
28	CC1CCc2c(sc(NS(=O)(=O)c3ccccc3)c2C(=O)OC(C)C)C1 (stereo not drawn)	0.0	38%[activator]	-58%	2%	-4%	1%	36%[activator]	-2%	-2%
29	O=C(COc1cccc(NC(=O)c2ccccc2)c1)c1ccccc1	0.7	11%	2%	4%	-16%	11%	14%	-3%	-5%
30	Cc1noc(C(=O)NC2CCCCC2)c1Cl	-0.1	9%	0%	-1%	8%	-22%	33%[activator]	0%	-2%
31	CC(=O)c1cccc(NC(=S)NC2CCCCCCC2)c1	1.2	0%	?	-15%	-10%	5%	35%	-3%	?
32	O=C(CN(CC1CCCO1)C(=O)c1nsc(Cl)c1Cl)NC1CCCC1 (stereo not drawn)	0.0	2%	-14%	1%	-3%	-8%	-5%	-3%	-6%
33	O=C1c2cc(O)cc(O)c2C(=O)c2c1cc(O)c([C@@H](CO)CCO)c2O	nt	20%	?	nt	79µM*	nt	?	nt	nt
34	CC(=O)NNC(=O)c1csc(-c2csc(C)n2)n1	0.0	-5%	?	4%	-2%	5%	81%[activator]	-2%	-7%
35	O=C(N/N=C/c1cccnc1)c1cc2ccccc2cc1O	0.4	15%	-5%	10%	0%	12%	-26%	0%	-19%
36	O=C(NCC1COc2ccccc2O1)c1cn(Cc2ccc(F)cc2)nn1 (stereo not drawn)	-0.2	12%	0%	-7%	-24%	17%	5%	-7%	-11%
37	CCOC(=O)c1c(C)n(S(=O)(=O)c2ccc(C)cc2C)c2ccc(NS(=O)(=O)c3ccc(C)cc3C)cc12	1.7	-1%	-6%	nt	-12%	-13%	-18%	-13%	8%
38	COc1ccc(C(=O)NCC(=O)Nc2cccc(S(=O)(=O)NCc3ccco3)c2)cc1OC	-0.3	-1%	6%	-5%	-15%	-25%	58%[activator]	7%	-21%
39	O=C(CS(=O)(=O)c1ccccc1)Nc1ccccc1Br	nt	12%	6%	nt	-5%	nt	8%	nt	nt
40	COc1ccc(-n2cc(C(=O)Nc3cc(F)ccc3F)c3ccccc3c2=O)cc1	-0.1	2%	-28%	nt	-8%	-28%	-2%	-2%	-17%
41	CCCCn1c(-c2ccco2)nc2ccccc2c1=O	0.2	6%	3%	1%	1%	0%	29%	-2%	-2%
42	Cn1c(SCc2ccc(Cl)cc2)nc(C(F)(F)F)cc1=O	-0.2	5%	9%	6%	1%	3%	7%	-4%	-10%
43	CCCOC(=O)C[N+](C)(C)CCOC1CC2CCC1(C)C2(C)C (stereo not drawn)	0.5	-3%	14%&5%	6%	-8%	25%	-14%	2%	-3%
44	COc1ccc(/C=N/NC(=O)c2cccnc2)cc1COc1ccc([N+](=O)[O-])c(C)c1	0.0	14%	178%[activator]	-7%	-10%	-14%	34%[activator]	0%	-16%
45	COC(=O)c1cccc(NC(=O)C2CCN(S(=O)(=O)Cc3ccccc3)CC2)c1C	-0.2	1%	-5%	nt	10%	10%	43%[activator]	-3%	2%
46	N#Cc1ccccc1S(=O)(=O)N1CCN(CC(=O)Nc2ccccc2C(=O)NC2CC2)CC1	-0.6	-6%	102%[activator]	21%	4%	nt	17%	nt	nt
47	COc1ccc(C(=O)O)cc1S(=O)(=O)Nc1cc(Cl)ccc1N1CCOCC1	-0.1	6%	-2%	-4%	-4%	nt	28%	nt	nt
48	Cn1c(=O)c2c(nc(SCCN3CCCCC3)n2Cc2ccccc2)n(C)c1=O	-0.8	4%	0%&0%	4%	-3%	15%	11%	-7%	-17%
49	O=C(Nc1ccc(S(=O)(=O)NC2=NCCCCC2)cc1)c1ccc2ccccc2n1	-0.3	-2%	-12%	-4%	-12%	1%	133%[activator]	1%	-13%
50	COc1ccccc1N1CCN(C2CCCN(S(=O)(=O)c3cccc(Cl)c3)C2)CC1 (stereo not drawn)	-1.6	-5%	6%	-13%	-16%	9%	9%	-5%	-10%

# Next section.
no.	Structure	TRHR agonist	ERG Ets-DNA blk	12-LOX inh	APEX1 inh	Pol kappa inh	Pol beta inh	Pol iota inh	BLM helicase inh	Apoferritin bind
51	COc1ccc2[nH]c3c(=O)n(Cc4ccncc4)cnc3c2c1	0.1	2%	-9%	1%	2%	0%	-4%	-4%	-2%
52	Cc1c(Cl)ccc2c(C(N)=O)cc(-c3ccccn3)nc12	1.0	-1%	4%	?	-13%	-9%	160%[activator]	-1%	-6%
53	COc1ccc(S(=O)(=O)N/N=C(/C)c2ccncc2)cc1OC	0.4	-3%	-77%	63%[activator]	-15%	-19%	19%	-8%	-5%
54	COc1ccc(CN2CCN(c3ncnc4sc5c(c34)CC(C)CC5)CC2)cc1F (stereo not drawn)	0.3	6%	-4%	nt	7%	7%	-21%	-4%	?
55	CC(=O)c1c(C)[nH]c(C(=O)COC(=O)CCOc2ccc(C)cc2)c1C	0.2	0%	10%	-4%	-2%	nt	22%	nt	nt
56	CCCCCCNCc1c(F)cccc1Cl	-0.1	0%	-18%	2%	-10%	44%	7%	0%	-4%
57	CCN(CC(=O)Nc1ccc(N2CCOCC2)cc1)C(=O)Cc1ccccc1	0.2	-6%	-5%	7%	-15%	nt	5%	nt	nt
58	O=C(c1csnn1)N1CCC2(CC1)CN(c1ccccc1)C2	nt	nt	-1%[57.4 µM]	-2%	5%[60.1 µM]	nt	nt	0%	nt

# Screening results deposited in PubChem by National Center for Advancing Translational Sciences (NCATS).
